core dimer inh: inhibitors of HCV core protein dimerization, primary screen, biochemical, TR-FRET, high-throughput | TR-FRET GST/Flag-core106 dimerization, 1536-well | inhibition, % at 5 µM | 300,000 compounds, 0.33% hits | AID 1899, 2009;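 active means inhibition above the mean of all tested compounds plus 3 SD, set per screening campaign, cut at about 45% in these data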
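Assay system: Tagged HCV core106 pair (GST and Flag) | Buffer or medium: KF-containing HEPES buffer, pH 7.45, DTT, CHAPS, BSA | Also added: Eu donor and XL665 acceptor anti-tag antibodies | Dosing: One concentration, 5 µM, in 0.5% DMSO | Timing: 4 h at 22.5 °C | Technique: TR-FRET 671 and 617 nm emission | Repeats: Singlicate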
TPT1 inh: Candida albicans TPT1 enzyme inhibitors, primary screen, biochemical, fluorescence polarization; recombinant caTPT1, FP RNA substrate dephosphorylation; tRNA 2'-phosphotransferase TPT1 (Candida albicans SC5314); inhibition, % at 5 µM; 300,000 compounds, 0.81% hits; AID 1962, 2009;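 active means inhibition above the mean of all tested compounds plus 3 SD, set per screening campaign, cut at about 24% in these data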;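 further: plate controls were DMSO alone for no effect and ferristatin control at 100 nM for full effect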
Efflux pump mplx: inhibitors of Candida efflux pumps in yeast, primary screen, S. cerevisiae, Nile Red, multiplex; 330,000 compounds, 0.44% hits; S. cerevisiae Candida pump triplex; inhibition, % at 10 µM; AID 485275, 2010;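 active means plate passing quality check with inhibition over a set limit, or well fluorescence over plate mean plus 4 SD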;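 further: Nile Red retained in pooled yeast measured as flow cytometry median fluorescence; 0% = buffer negative control and 100% = Enniatin B positive control; higher means more Nile Red kept so more efflux inhibition; some compounds called inactive have numbers as strong as hits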
PREPL inhibitor: PREPL enzyme inhibitors, primary screen, biochemical, fluorescence polarization | recombinant PREPL, fluorescence polarization activity-based probe | inhibition, % at 5.96 µM | AID 2751, 2010 | Prolyl endopeptidase-like (Homo sapiens), Q4J6C6 | 320,000 compounds, 0.68% hits; in the data active means inhibition above about 43%;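 further: 0% = enzyme with DMSO and 100% = wells lacking enzyme; many of its hits are not listed in these tables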
Target sequence (Q4J6C6 whole entry, looked up): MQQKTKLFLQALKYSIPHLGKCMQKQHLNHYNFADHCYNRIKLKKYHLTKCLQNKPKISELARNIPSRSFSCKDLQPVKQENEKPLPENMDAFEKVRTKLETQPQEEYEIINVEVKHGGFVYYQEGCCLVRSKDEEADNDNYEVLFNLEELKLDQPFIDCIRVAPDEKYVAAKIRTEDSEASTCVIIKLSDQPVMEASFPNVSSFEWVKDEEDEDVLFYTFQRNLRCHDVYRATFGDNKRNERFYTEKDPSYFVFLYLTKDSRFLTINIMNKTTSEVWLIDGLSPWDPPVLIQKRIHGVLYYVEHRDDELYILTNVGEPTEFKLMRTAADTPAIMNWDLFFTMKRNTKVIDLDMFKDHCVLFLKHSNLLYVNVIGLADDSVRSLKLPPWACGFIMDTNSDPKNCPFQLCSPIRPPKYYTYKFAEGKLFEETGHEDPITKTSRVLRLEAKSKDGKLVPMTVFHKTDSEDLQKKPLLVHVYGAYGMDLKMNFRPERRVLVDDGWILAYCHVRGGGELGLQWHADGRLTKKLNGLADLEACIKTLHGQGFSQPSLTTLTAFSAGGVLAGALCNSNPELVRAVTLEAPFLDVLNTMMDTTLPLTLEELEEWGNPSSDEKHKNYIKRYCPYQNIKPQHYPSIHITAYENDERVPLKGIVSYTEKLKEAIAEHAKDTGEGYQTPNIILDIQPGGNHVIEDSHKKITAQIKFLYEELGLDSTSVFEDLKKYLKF
EBNA-1 inhibitor: EBNA-1 DNA-binding inhibitors, primary screen, biochemical, fluorescence polarization. inhibition, % at 14.8 µM. 300,000 compounds, 0.34% hits. AID 1950, 2009; in the data active means inhibition above about 28%
Fh CTSL1 inh: Fasciola hepatica cathepsin L1 inhibitors, primary screen, counter-screen for PFM18AAP inhibitor project, biochemical, QFRET, fluorogenic peptide substrate. recombinant F. hepatica cathepsin L1, Z-Leu-Arg-MCA fluorescence. inhibition, % at 5.96 µM. 300,000 compounds, 0.49% hits. AID 1906, 2009;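 active means inhibition above the mean of all tested compounds plus 3 SD, set per screening campaign, cut at about 17% in these data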;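 further: 0% = plate median of test compound wells and 100% = 1 µM Z-Phe-Ala-diazomethylketone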
PP1 counter: PP1-alpha phosphatase inhibitors, primary screen, counter-screen for PP5 inhibitor project, biochemical, fluorescence, OMFP substrate, single point | 320,000 compounds, 0.9% hits | inhibition, % at 6.7 µM | purified PP1alpha | Serine/threonine-protein phosphatase PP1-alpha catalytic subunit (Homo sapiens), P62136;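 active means inhibition above the mean inhibition of all tested compounds plus 3 SD, computed separately for each screening campaign, cut at about 15% in these data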
PP5 inh: PP5 phosphatase inhibitors, primary screen, biochemical, fluorescence. purified PP5c, OMFP substrate fluorescence. inhibition, % at 6.7 µM. 320,000 compounds, 0.18% hits. AID 1987, 2009;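 active means inhibition above the campaign's mean inhibition across all tested compounds plus 3 SD, cut at about 9.5% in these data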;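 further: 0% = DMSO only and 100% = 100 µM cantharidin control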
ZTA DNA inh: counter-screen for EBNA-1 inhibitors: inhibitors of Epstein-Barr virus ZTA | inhibition, % at 11 µM | ZTA-DNA binding, fluorescence polarization | 320,000 compounds, 0.15% hits; in the data active means inhibition above about 33%
Target sequence (P03206 whole entry, looked up): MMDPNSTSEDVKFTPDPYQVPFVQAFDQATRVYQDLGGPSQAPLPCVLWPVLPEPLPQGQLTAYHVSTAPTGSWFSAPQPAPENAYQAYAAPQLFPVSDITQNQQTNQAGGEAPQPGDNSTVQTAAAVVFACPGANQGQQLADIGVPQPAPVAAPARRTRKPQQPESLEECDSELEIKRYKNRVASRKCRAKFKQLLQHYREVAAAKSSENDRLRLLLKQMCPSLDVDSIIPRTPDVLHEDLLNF
An asterisk follows results filed as active; x = no result given. An excerpt; rates above refer to the full screens.

SMILES	core dimer inh	TPT1 inh	Efflux pump mplx	PREPL inhibitor	EBNA-1 inhibitor	Fh CTSL1 inh	PP1 counter	PP5 inh	ZTA DNA inh
O=C(OCC(=O)N1CCCc2ccccc21)c1cccc(C(F)(F)F)c1	-9	0	0.0	-8	-10	-5	3	3.0	-14
Cc1nn(C)c(C(=O)N/N=C/c2cccnc2)c1Cl	-4	-11	0.0	1	0	1	-3	1.1	-10
NNC(=O)C1CC1(c1ccccc1)c1ccccc1 (stereo not given)	1	2	-0.1	-2	-1	4	-1	-1.4	11
CC(/C=C/c1ccccc1)=N\NC(=S)NC(C)C	10	-3	-0.2	1	1	5	0	-0.7	10
O=C1CN(S(=O)(=O)c2cccc(C(=O)O)c2)c2ccccc2N1	-1	2	0.6	-9	-9	0	0	-8.4	8
COc1ccc(CC(=O)N(CCC2=CCCCC2)c2c(N)n(Cc3ccccc3)c(=O)[nH]c2=O)cc1OC	-4	-2	-0.1	14	4	3	-2	-0.1	2
CCc1ccc(NC(=O)Cn2cnc3sc(C)c(S(=O)(=O)N4CCOCC4)c3c2=O)cc1	3	2	-0.1	21	2	-1	12	1.8	11
Nc1c(C(=O)Nc2ccc(F)cc2)nnn1-c1cccc(C(F)(F)F)c1	-4	-3	-0.1	11	0	2	0	4.0	-4
CCOC(=O)[C@H]1[C@H]2COc3ccccc3[C@@H]2N2C(=O)c3cc(OC)ccc3NC(=O)[C@@]12C	-13	2	x	7	0	-2	4	-1.3	18
O=C(CSc1nnc(COc2ccccc2)o1)N1CCN(c2ccccc2)CC1	3	-1	0.0	-13	-1	2	3	1.3	-9
Cn1c(SCC(=O)NC2CC2)nnc1-c1cccc(NC(=O)c2ccccc2F)c1	1	1	-0.1	-1	-8	-1	1	1.9	15
COc1ccc(F)cc1S(=O)(=O)NCC(c1ccco1)N1CCc2ccccc2C1 (stereo not given)	3	-1	0.0	-1	4	3	3	1.8	6
Cc1ccc(S(=O)(=O)c2nc(S(C)(=O)=O)sc2N2CCCCCC2)cc1	-3	2	0.4	14	-8	3	-1	-0.3	-3
O=C(Cn1c2ccccc2c(=O)c2ccccc21)N/N=C/c1cc([N+](=O)[O-])ccc1N1CCCCC1	3	3	0.1	18	4	4	-1	-3.5	0
COc1ccccc1NS(=O)(=O)c1ccc(-c2cc(C)no2)s1	4	3	0.0	6	-21	-3	-3	-0.8	1

Next section, overlapping the part above by two compounds.
SMILES	core dimer inh	TPT1 inh	Efflux pump mplx	PREPL inhibitor	EBNA-1 inhibitor	Fh CTSL1 inh	PP1 counter	PP5 inh	ZTA DNA inh
O=C(Cn1c2ccccc2c(=O)c2ccccc21)N/N=C/c1cc([N+](=O)[O-])ccc1N1CCCCC1	3	3	0.1	18	4	4	-1	-3.5	0
COc1ccccc1NS(=O)(=O)c1ccc(-c2cc(C)no2)s1	4	3	0.0	6	-21	-3	-3	-0.8	1
Cc1ccc(/C=N/Nc2ccc(F)cc2F)s1	0	-4	-0.1	18	7	-4	1	2.1	4
N#Cc1c(-c2ccco2)cc(-c2ccccc2)[nH]c1=O	4	0	0.0	21	5	2	10	-1.2	-9
COCCSc1nnc(NC(=O)c2ccc(NC(=O)C(C)C)cc2)s1	0	-2	-0.1	-6	0	2	-3	-2.4	0
CCn1c(COc2cc(C)cc(C)c2)nnc1SCC(=O)N1CCN(c2ccccc2)CC1	1	1	0.1	-12	6	1	-2	3.8	-6
C=CCNC(=O)CN1C(=O)C2C3c4ccccc4C(c4ccccc43)C2C1=O (stereo not given)	-4	0	0.0	8	-12	-2	1	-1.4	3
COc1cccc(-c2nc(N3CCN(C)CC3)c3ccccc3n2)c1O	-1	0	-0.1	13	-2	2	-3	0.5	7
Cc1cc(C(=O)COC(=O)c2ccc[nH]c2=O)c(C)n1C1CC1	-6	0	0.0	4	3	1	2	3.3	23
Cc1ccc(N(C(=O)Cn2nnc3ccccc32)C(C(=O)NCc2ccccc2)c2ccccn2)cc1 (stereo not given)	0	-4	-0.2	10	-7	0	0	2.4	-18
COC(=O)c1cccnc1NC(=S)NC1CCCCC1	1	5	0.2	8	-8	-2	-3	2.3	-10
c1csc(Cc2nc(-c3ccc(-n4cccc4)cc3)no2)c1	3	-2	0.0	5	-11	3	3	1.8	-9
CCc1c(-c2ccccc2)[n+](=O)c2c(n1[O-])CCC2	-1	4	0.0	11	-12	12	-1	2.2	-5
CC(NC(=O)C(c1ccccc1)c1ccccc1)C(=O)O (stereo not given)	-23	-1	-0.1	4	-3	3	-4	-0.7	-8
COc1ccc(NC(=O)Nc2ccc(Cc3ccncc3)cc2)cc1OC	-9	1	0.2	4	2	-2	-4	4.2	0
CC1=C([N+](=O)[O-])C(c2ccccc2Cl)NC(=O)N1C (stereo not given)	3	0	-0.1	-3	-3	3	-6	-2.3	9
CCc1ccc(C2CC(=O)Nc3c2c(=O)nc2c(C)cccn32)cc1 (stereo not given)	2	-2	-0.3	-3	2	-21	-4	1.3	10
O=C1CSC(=S)N1c1cccc(Cl)c1	2	3	0.1	-9	9	2	0	1.6	-15
CCC1CCCN1Cn1cnc2c([nH]c3ccc(C)cc32)c1=O (stereo not given)	-6	-1	0.0	-1	6	-3	2	-0.6	6
c1ccc(C2CCC(N3CCN(c4ccccc4)CC3)CC2)cc1 (stereo not given)	-11	-4	0.1	26	-12	-3	0	4.1	-30
CCCCN(C)S(=O)(=O)c1ccc(C(=O)N=c2sc3cc(NC(C)=O)ccc3n2C)cc1	5	-4	-0.4	-14	5	1	5	0.0	-2
CSc1nc(O)c(C(c2ccccc2Cl)c2c(O)nc(SC)[nH]c2=O)c(=O)[nH]1	0	0	0.0	0	-3	-4	-1	-0.9	-1
O=S1(=O)C=CC(Sc2nc3ccccc3[nH]2)C1 (stereo not given)	-3	-2	-0.2	-5	-12	0	-1	2.0	4
CN(CCOc1ccccc1)S(=O)(=O)c1ccccc1C#N	x	x	0.1	-12	x	x	-2	0.2	6
COc1ccc(C(=O)N/C(=C/c2cccnc2)C(=O)N2CCOCC2)cc1OC	-2	-1	-0.1	0	6	-3	0	-2.3	-2
CNC(=O)CSc1nnc(COc2ccc(Cl)cc2)n1CCOC	-1	0	-0.1	-3	10	0	-5	-1.4	3
N#Cc1sc2nc(-c3cccs3)cc(-c3ccc(Cl)cc3)c2c1N	3	5	0.0	8	-5	5	2	2.2	-7
O=C(NCc1cccs1)C1CCN(S(=O)(=O)N2CCCC2)CC1	-3	1	0.1	7	5	0	1	-0.4	13
Cc1ccsc1C1Nc2ccc3ncccc3c2C2=C1C(=O)CCC2 (stereo not given)	5	2	-0.4	23	-3	1	-1	0.1	13
Cn1nc(C(F)(F)F)c(C(=O)Nc2ccc(F)cc2F)c1Oc1cccc(Cl)c1	-4	-4	-0.2	11	-6	-1	2	3.0	-2
Cc1ccc2nc(-c3ccccc3)cc(C(=O)NCC3CCCO3)c2c1 (stereo not given)	3	-6	-0.1	3	2	1	2	2.9	3
COc1ccc(C(C)=O)cc1CN1C(=O)NC(c2ccccc2)(c2ccccc2)C1=O	11	-7	0.3	-25	-5	-3	-1	0.1	-16

Part of the list above, reformatted:
Values run as follows: core dimer inh, TPT1 inh, Efflux pump mplx, PREPL inhibitor, EBNA-1 inhibitor, Fh CTSL1 inh, PP1 counter, PP5 inh, ZTA DNA inh
> CCc1ccc(C2CC(=O)Nc3c2c(=O)nc2c(C)cccn32)cc1 (stereo not given)
→ 2, -2, -0.3, -3, 2, -21, -4, 1.3, 10
> O=C1CSC(=S)N1c1cccc(Cl)c1
→ 2, 3, 0.1, -9, 9, 2, 0, 1.6, -15
> CCC1CCCN1Cn1cnc2c([nH]c3ccc(C)cc32)c1=O (stereo not given)
→ -6, -1, 0.0, -1, 6, -3, 2, -0.6, 6
> c1ccc(C2CCC(N3CCN(c4ccccc4)CC3)CC2)cc1 (stereo not given)
→ -11, -4, 0.1, 26, -12, -3, 0, 4.1, -30
> CCCCN(C)S(=O)(=O)c1ccc(C(=O)N=c2sc3cc(NC(C)=O)ccc3n2C)cc1
→ 5, -4, -0.4, -14, 5, 1, 5, 0.0, -2
> CSc1nc(O)c(C(c2ccccc2Cl)c2c(O)nc(SC)[nH]c2=O)c(=O)[nH]1
→ 0, 0, 0.0, 0, -3, -4, -1, -0.9, -1
> O=S1(=O)C=CC(Sc2nc3ccccc3[nH]2)C1 (stereo not given)
→ -3, -2, -0.2, -5, -12, 0, -1, 2.0, 4
> CN(CCOc1ccccc1)S(=O)(=O)c1ccccc1C#N
→ x, x, 0.1, -12, x, x, -2, 0.2, 6
> COc1ccc(C(=O)N/C(=C/c2cccnc2)C(=O)N2CCOCC2)cc1OC
→ -2, -1, -0.1, 0, 6, -3, 0, -2.3, -2
> CNC(=O)CSc1nnc(COc2ccc(Cl)cc2)n1CCOC
→ -1, 0, -0.1, -3, 10, 0, -5, -1.4, 3
> N#Cc1sc2nc(-c3cccs3)cc(-c3ccc(Cl)cc3)c2c1N
→ 3, 5, 0.0, 8, -5, 5, 2, 2.2, -7
> O=C(NCc1cccs1)C1CCN(S(=O)(=O)N2CCCC2)CC1
→ -3, 1, 0.1, 7, 5, 0, 1, -0.4, 13
> Cc1ccsc1C1Nc2ccc3ncccc3c2C2=C1C(=O)CCC2 (stereo not given)
→ 5, 2, -0.4, 23, -3, 1, -1, 0.1, 13

Next section.
SMILES	core dimer inh	TPT1 inh	Efflux pump mplx	PREPL inhibitor	EBNA-1 inhibitor	Fh CTSL1 inh	PP1 counter	PP5 inh	ZTA DNA inh
N#CCSc1nc2c(c(=O)n1Cc1ccco1)C1(CCCC1)Cc1ccccc1-2	12	0	0.0	0	-2	4	12	2.3	2
CCOC(=O)C(CCCP(=O)(c1ccccc1)c1ccccc1)(NC(C)=O)C(=O)OCC	1	-4	0.1	7	-10	5	-4	-0.6	-2
O=C(Cn1nc(-c2ccccc2)c2ccccc2c1=O)Nc1ccc(F)cc1	2	-2	0.1	-1	4	2	-2	-2.5	6
O=C(CSc1ccc(-c2ccccc2)nn1)N1CCOCC1	-18	-1	0.1	14	-3	3	-4	4.0	-34
CCNC(=O)CC1C(=O)N(c2ccccc2)C(=O)N1Cc1ccc(OC)cc1 (stereo not given)	-1	-3	-0.1	2	-4	6	-5	-0.2	9
COc1ccc(NC(=O)c2cc(-c3ccco3)on2)cc1OC	3	6	-0.5	3	-11	0	8	3.5	1
CC(C)OC(=O)n1c(=S)oc2ccccc21	-3	-3	0.0	4	-2	-2	1	0.9	-2
Cc1cc(C)n(C(=O)CSc2ccc(Cl)cc2)n1	-4	1	-0.2	4	7	-1	0	1.3	-10
NS(=O)(=O)c1ccc(CNC(=O)Cc2c(F)cccc2Cl)cc1	-4	-5	0.3	4	-9	-2	1	2.5	-2
Cc1ccc(NC(=O)c2ccc(OC(F)F)cc2)cc1S(=O)(=O)N(C)C	19	1	0.0	2	-1	0	-1	3.4	-4
CCOC(=O)c1ccc2[nH]c3ccccc3c2c1	-4	0	0.1	-1	-11	0	-2	9.5	-11
Cc1ccc(-c2nc(N3CCOCC3)sc2C(=O)N2CCOCC2)cc1	-9	5	0.0	-6	0	1	1	2.0	4
CCn1c2ccccc2c2nc3cc(OC)c(OC)cc3nc21	0	-7	0.0	7	16	1	6	5.4	-4
